RSV antiviral HEp-2: RSV antiviral activity via CPE protection, HEp-2 cells, primary 10 µM value included (AID 2391) | actives 0.13% (n = 310,000) | CPE inhibition, % at 10 µM, or IC50 in µM where a hit was titrated | HEp-2 cells, RSV-induced CPE inhibition; higher % means a stronger effect; in the data active means a potency from the dose series; inconclusive means CPE inhibition mostly from about 23% at the one dose, without a potency; inactive means the rest, 99 in 100 with CPE inhibition below about 21%; further: strong numbers were not always called active
NTR1 agonist: agonists of NTR1, primary screen, imaging, U2OS cells, beta-arrestin-GFP, high content (AID 493036) | activation, % at 20 µM | Neurotensin receptor type 1 (Homo sapiens), P30989 | actives 0.17% (n = 330,000) | NTR1-U2OS beta-arrestin-GFP spot imaging, agonist mode;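 active means activation at or above 40% of the spot to cytoplasm intensity ratio, with at least 20 cells analyzed; inconclusive means wells under 20 cells, flagged as cytotoxic or low count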;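 further: 0% = DMSO without peptide and 100% = 100 nM NTR1 peptide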
Target sequence (P30989 whole entry, looked up): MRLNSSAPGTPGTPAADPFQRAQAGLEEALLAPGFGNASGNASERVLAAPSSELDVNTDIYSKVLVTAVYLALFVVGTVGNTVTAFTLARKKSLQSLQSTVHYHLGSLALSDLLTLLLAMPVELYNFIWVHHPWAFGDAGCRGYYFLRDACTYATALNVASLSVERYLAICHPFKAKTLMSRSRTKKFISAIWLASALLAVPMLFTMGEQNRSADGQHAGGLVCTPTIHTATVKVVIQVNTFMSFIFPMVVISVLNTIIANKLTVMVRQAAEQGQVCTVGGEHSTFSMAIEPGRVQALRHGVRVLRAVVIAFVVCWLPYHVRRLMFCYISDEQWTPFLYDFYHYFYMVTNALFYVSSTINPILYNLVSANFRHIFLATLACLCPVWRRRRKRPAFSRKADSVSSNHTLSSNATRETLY
MgcRacGAP inhibition: MgcRacGAP GTPase-activating activity inhibitors, confirmation, biochemical, ADP Hunter fluorescence | Rac GTPase-activating protein 1 (Homo sapiens) | MgcRacGAP-stimulated Rac1 GTP hydrolysis, ADP Hunter fluorescence; higher % means a stronger effect; GST-tagged Rac1 F28L mutant substrate | inhibition, % at 30 µM, or IC50 in µM where a hit was titrated | actives 0.6% (n = 340,000) | AID 624330, 2012;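 active means first-screen hits whose inhibition reached a set limit at any dose in the follow-up dose series; inconclusive means inhibition above the set first-screen limit but never retested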;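 further: fluorescence reports GDP produced by GAP-driven GTP hydrolysis; strong numbers were not always called active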
Myeloid diff 2: induction of myeloid progenitor differentiation, primary screen, cell-based, flow cytometry, MLPCN library; calls only at 10 µM; AID 624256, 2012; actives 1% (n = 360,000); ER-HoxA9 myeloid progenitors, lysozyme-GFP differentiation;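 active means normalized GFP-positive differentiation at or above the plate's own cutoff, the solvent-only control mean plus 3 SD; inconclusive means no clear call, values can overlap the other calls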;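 further: cells exposed to compound for four days before flow analysis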
TNAP activators: human TNAP enzyme activators, primary screen, biochemical, luminescent, no phosphate acceptor, uHTS (AID 1001) | Alkaline phosphatase, tissue-nonspecific isozyme (Homo sapiens) | purified TNAP, luminescent activation assay, no phosphate acceptor; higher activation fold means a stronger effect | activation fold at 20 µM; hits with a dose series show EC50 in µM | actives 0.03% (n = 200,000); in the data active means activation fold from about 3, or a potency from the dose series; inactive means the rest, 99 in 100 with activation fold below about 1.6; further: many of its hits are not listed in these tables
Large T inhibition: SV40 large T antigen inhibitors, biochemical (AID 1903) | inhibition, % at 20 µM, or IC50 in µM where a hit was titrated | SV40 large T antigen ATPase/helicase inhibition assay; higher % means a stronger effect | actives 0.39% (n = 310,000); in the data active means a potency from the dose series; inconclusive means inhibition mostly from about 32% at the one dose, without a potency; inactive means the rest, 99 in 100 with inhibition below about 32%; further: strong numbers were not always called active
T cell HTS: modulators of CD8 T cell-vesicle binding, primary screen, mouse 2C CD8+ T cells, flow cytometry; calls only at 7 µM; actives 0.068% (n = 330,000); 2C CD8+ T cell-vesicle binding; hits give low values;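 active means response, share of CD8 T cells binding vesicles, and their 90th percentile fluorescence all below set limits, cut at about 80% in these data, passing the limit was not always enough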
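material = purified 2C TCR transgenic mouse naive CD8+ T cells | controls = Unloaded micro-vesicles (low), QL9 vesicles with 0.7% DMSO (high) | detection = cytometric PE anti-B7-1 and Alexa647 anti-CD8 signals after 1% paraformaldehyde fixation | incubation = binding step 1.5 h, 37 °C, antibody labelling 20 min, ice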
PhoP inhibition: inhibitors of PhoP regulon expression, primary screen, Salmonella Typhimurium, GFP reporter (AID 1863) | actives 0.16% (n = 300,000) | S. Typhimurium PhoP-regulated promoter GFP reporter, 4 h; higher % means a stronger effect | inhibition, % at 50 µM, or IC50 in µM where a hit was titrated;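 active means inhibition over 29.93%, a cutoff 3 SD above the screen mean, later confirmed by dose response; inconclusive means inhibition over 29.93% but no dose response follow-up; inactive means inhibition at most 29.93% or unconfirmed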;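 further: 0% = low Mg2+ inducing control and 100% = high Mg2+ repressing control; strong numbers were not always called active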
UTI89 phage lysis: inhibition of K1F phage lysis, E. coli UTI89, bacterial capsule biogenesis inhibitors, alamar blue (AID 488966); E. coli UTI89 K1F phage lysis, alamar blue, 2 h; higher % means a stronger effect; one-dose inhibition, % at 100 µM; IC50 in µM for titrated hits; actives 0.02% (n = 340,000);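 active means phage lysis inhibition, versus mean bacterial control, above a set limit; inconclusive means no clear call, values can overlap the other calls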;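 further: capsule biogenesis inhibitors block K1F phage lysis so surviving cells raise fluorescence; higher fluorescence means more inhibition of phage lysis; actives were called in the ten point dose series up to 300 µM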
T cell HTS vesicle-bound %: recorded beside T cell HTS, whose call it bears; double positive events, %; measured here: CD8+ vesicle-bound cell fraction;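 binding gate set so that unloaded-vesicle control wells show 10% double positive cells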
NTR1 agonist cell count 20 µM: recorded beside NTR1 agonist, whose call it bears; cell count; measured here: cell count, cytotoxicity flag
Myeloid diff 2 GFP+ MAC1+ %: also measured in Myeloid diff 2; calls as there; GFP+ MAC1+ double positive, %; measured here: differentiation confirmed by MAC1 staining
Active calls of the source: *; i = inactive; ? = inconclusive; . = not tested or not shown; + = active, no number; [ ] = remark or other dose.

Below each compound: Myeloid diff 2 | NTR1 agonist cell count 20 µM | Large T inhibition | Myeloid diff 2 GFP+ MAC1+ % | TNAP activators | UTI89 phage lysis | RSV antiviral HEp-2 | T cell HTS | MgcRacGAP inhibition | NTR1 agonist | PhoP inhibition | T cell HTS vesicle-bound %
COc1ccc(OC)c(C2/C(=C(\O)c3ccc(OC)c(Cl)c3)C(=O)C(=O)N2CCN(C)C)c1 (centres undefined)
    i | 73 | 9.0% | 0.4 | 1.1 | -1.3% | 1.0% | i | 12.9% | -1.7 | -24.3% | 17.1
C[C@H](CO)N1C[C@H](C)[C@@H](CN(C)CC2CCCCC2)Oc2c(NS(=O)(=O)c3ccc(F)cc3)cccc2C1=O
    i | 107 | . | 0.8 | . | -0.4% | . | i | 7.0% | -2.8 | . | 7.9
O=C(NCC(=O)N1CCN(Cc2ccccc2)CC1)c1cccs1
    i | 57 | . | 0.6 | . | 1.3%[50 µM] | . | i | 3.2% | 0.7 | . | 48.8
COC(=O)c1ccc(OCC(=O)NC(C)(C)C)cc1
    i | 47 | -0.1% | 0.5 | 1 | 0.5% | 0.5% | i | 10.2% | -1.6 | -2.1% | 13.8
CCCNc1nc(C)cc(-c2cc(C(=O)NCc3ccccc3)on2)n1
    i | 55 | 17.7% | 1.6 | . | 3.7% | -0.1% | i | 10.8% | -1.5 | -1.4% | 59.5
CCOC(=O)c1cc2c(ccn2C)n1CC(=O)N(Cc1ccccc1)c1ccccc1
    + | 44 | 5.5% | 1.4* | 1 | -0.9%[50 µM] | 15.0% | i | 2.0% | 9.7 | -1.3% | 58.8
CCOc1ccccc1C(=O)NCC(=O)OCc1c(C)noc1C
    i | 74 | 4.1% | 0.8 | 1.1 | 0.1% | 2.9% | i | 4.1% | 2.0 | -13.7% | 19.7
Cc1cc(C)nc(NS(=O)(=O)c2ccc(NC(=O)c3ccc(S(=O)(=O)N4CC(C)OC(C)C4)cc3)cc2)n1 (centres undefined)
    i | 39 | 0.1% | 1.2 | 0.9 | 5.4% | 1.7% | i | 3.0% | 2.7 | -5.9% | 35.7
Cc1nc(N)nc(N)c1/C=C/C(C)(C)c1ccc(Cl)cc1
    ? | . | -0.5% | . | 1.1 | 2.7% | . | . | 3.5% | . | 18.5µM* | .
CC(C)c1nc2n[nH]c(N)c2c2c1CCCC2
    i | 58 | 12.5% | 2.2 | 1 | 0.2% | 11.0% | i | -1.6% | 0.9 | 13.6% | 31.1
COc1ccc(/C=N/NC(=O)c2ccc(N)cc2)cc1Cn1cc([N+](=O)[O-])cn1
    i | 50 | -3.9% | 0.6 | 1.1 | 0.3% | 7.6% | i | -1.1% | -1.4 | -2.1% | 44.6
O=C(c1ccc(NS(=O)(=O)c2ccc(F)cc2)cc1)N1CCOCC1
    i | 62 | 4.5% | 0.6 | . | 2.0%[50 µM] | 1.5% | i | -0.8% | 0.1 | 2.7% | 42.0
Cc1cccc(NC(=O)c2cc(NC(=O)c3ccco3)ccc2Cl)n1
    i | 60 | 8.5% | 2.6 | 1.1 | -0.2% | 1.4% | i | 3.0% | 1.9 | 0.1% | 12.6
Cc1nnc(NC(=O)CSc2nnc(Cc3ccccc3)n2-c2ccccc2)s1
    i | 48 | 8.5% | 0.8 | 1.1 | -0.3% | 1.5% | i | 14.6% | -0.5 | -4.2% | 32.5
Cc1cccc[n+]1CC(=O)/C=C1\N(C)c2ccccc2C1(C)C
    i | 56 | 4.3% | 0.8 | 1.1 | 5.7% | 0.8% | i | 6.3% | -0.6 | -13.4% | 9.7
CC1=NN(c2ccc(N)cc2)C(=O)C1
    i | 59 | 37.5% | 0.6 | 1.2 | -0.8% | 1.1% | i | 19.9% | 5.9 | -7.2% | 22.2
CCOC(=O)C1=C(C)Nc2ccccc2N=C1NC(=O)Cc1ccc(Br)cc1
    i | 39 | 11.3% | 0.7 | 1 | 7.7% | 0.8% | i | 3.0% | 2.6 | -5.4% | 40.9
COc1ccc(CCC(=O)Nc2c(C)n(C)n(-c3ccccc3)c2=O)cc1
    i | 34 | 7.5% | 0.2 | 1.1 | 0.5% | 1.9% | i | 5.9% | -0.6 | -4.0% | 51.3
N#CCC(=O)Nc1ccc(C(=O)OCC(=O)Nc2sc3c(c2C#N)CCCC3)cc1
    i | 47 | . | 1.2 | . | 1.0%[50 µM] | . | . | 3.5% | 3.6 | . | .
CCc1ccc(-c2nc(CS(=O)CC(=O)O)c(C)o2)cc1 (centres undefined)
    i | 53 | 28.4% | 0.2 | . | 0.1% | 0.5% | i | -1.4% | 3.9 | -2.2% | 21.3
CCCCN(CC)CCNC(=O)c1cn(C)c(=O)c2c1c1ccccc1n2C
    i | 53 | 4.9% | 0.6 | . | 0.1% | 1.0% | i | 6.9% | 0.8 | -7.8% | 20.2
CC(C)NC(=O)c1ccc(COc2cc(Cl)ccc2Cl)o1
    i | 82 | 3.7% | 0.6 | . | 0.0% | ? | i | 6.2% | -0.3 | 6.5% | 6.6
CCN1CCN(S(=O)(=O)c2ccc(S(=O)(=O)N(CC)Cc3ccccc3)cc2)CC1
    i | 41 | 10.0% | 1.9 | 1.1 | 0.4% | -1.2% | i | 1.0% | -1.1 | 7.5% | 27.7
Cc1cc(C(=O)N2CCCC(N3CCN(c4ccccc4C)CC3)C2)nc(C)n1 (centres undefined)
    i | 70 | 3.6% | 0.8 | . | 1.4%[50 µM] | -0.1% | i | 7.1% | 1.1 | 3.2% | 0.9
N=c1c(S(=O)(=O)c2ccc(Cl)cc2)cc2c(=O)n3ccccc3nc2n1Cc1cccnc1
    i | 64 | 20.6% | 1.3 | . | 0.0% | 4.0% | i | 5.9% | 11.0 | -28.5% | 9.6
CC1(C)Cc2c(sc3nc(C4CC4)n(N)c(=O)c23)CO1
    i | 55 | 18.5% | 0.6 | . | 0.7% | . | i | 4.6% | -0.2 | 4.3% | 31.3
CCN(CC)S(=O)(=O)c1cc(C(=O)Nc2cccnc2Cl)ccc1Cl
    i | 56 | 14.7% | 0.5 | 1.1 | -1.3% | -0.6% | i | -11.2% | 0.2 | 1.9% | 54.8
COCc1c(C(=O)OC/C(O)=C(\C#N)c2nc3ccccc3[nH]2)oc2ccccc12
    i | 51 | 2.2% | 0.3 | 1.1 | . | 3.0% | i | . | 2.0 | 7.3% | 43.4
CCCCSc1nc(C(=O)O)cc(=O)[nH]1
    i | 59 | 12.6% | 0.9 | . | -0.1% | 0.1% | i | -7.7% | 0.8 | 5.3% | 23.5
Cc1nc(COC(=O)c2c(C)nn(-c3ccccc3)c2C)cs1
    i | 41 | 0.8% | 0.4 | 1.1 | -0.4% | 2.9% | i | 1.2% | -1.3 | -1.8% | 14.3
CCCCN(CC)CCCNC(=S)Nc1ccc2nc3n(c(=O)c2c1)CCCCC3
    i | 61 | 2.9% | 1.8 | 1 | 1.0%[50 µM] | 0.1% | i | 7.3% | -1.1 | -2.5% | 24.7
COc1ccc(NC(=O)CSc2nc(C)cs2)c([N+](=O)[O-])c1
    i | 60 | . | 0.8 | . | 1.1%[50 µM] | . | i | 4.6% | -0.6 | . | 36.2
COC(=O)Nc1ccc2c(c1)N(C(=O)CCCl)c1ccccc1S2
    + | . | 3.3% | 23.6* | . | -1.6%[50 µM] | 8.8% | i | 3.7% | . | -7.2% | 43.3
S=c1[nH]nc(C2CC2)n1Cc1ccccc1
    i | 47 | 3.8% | 0.5 | 0.9 | 0.6% | -0.9% | i | 6.4% | -0.5 | 6.7% | 7.8
COc1cc(NC(=O)/C=C/c2ccccc2[N+](=O)[O-])cc(OC)c1
    i | 43 | 18.2% | 0.2 | 1 | 2.5% | 0.9% | i | 5.9% | 0.3 | -4.1% | 41.5
CCOc1ccc(C(=O)Nc2sc3c(c2C(=O)OC)CC(C)(C)NC3(C)C)cc1
    ? | 104 | 8.9% | . | 1 | 0.5% | -1.6% | i | 5.1% | -0.2 | -2.0% | 31.2
CCN(CC)Cc1cc2[nH]c3c4ccc(Cl)cc4ncc3c2cc1OC
    . | 85 | . | . | . | -0.1% | . | . | 14.4% | 30.1 | ? | .
COc1ccc(C(C)=O)cc1CSCC(=O)O
    i | 32 | 3.5% | 0.1 | 1.1 | 0.1% | 0.6% | i | 3.7% | 1.0 | 7.2% | 41.7
COc1ccc(C(=O)N/N=C(/C)c2cccc(NC(=O)C(F)(F)F)c2)cc1
    i | 46 | 12.0% | 1.0 | 1.1 | 1.3%[50 µM] | 0.8% | i | 10.6% | 3.9 | 1.0% | 55.5
CCCOC1CCCN(Cc2cn(C)nc2-c2ccccc2F)C1 (centres undefined)
    i | 80 | 7.2% | 0.4 | 1.1 | 1.3% | 0.1% | i | 4.7% | -1.2 | 8.3% | 40.5
CCOc1ccc(C(=O)NCC(=O)Nc2ccncc2)cc1OCC
    i | 80 | . | 0.4 | . | -0.1%[50 µM] | 1.0% | i | 7.4% | -0.7 | . | 24.7
O=C(COC(=O)c1ccc(CN2CCCC2=O)cc1)Nc1ccc(F)cc1
    i | 88 | . | 0.7 | . | -0.1%[50 µM] | 0.7% | i | -6.3% | -2.6 | . | 16.8
CCN(CC)C(=O)Cn1c(=O)c2ccccc2n2c(=S)sc(-c3cccc(C)c3)c12
    + | 52 | 22.4% | 2.4* | 1 | 1.8% | 3.8% | i | 7.0% | 7.3 | -33.7% | 49.3
Cn1c(=O)c2c(nc(SCC(=O)NC34CC5CC(CC(C5)C3)C4)n2C)n(C)c1=O
    i | 46 | -4.0% | 1.4 | 1.1 | 0.1% | -1.9% | i | 10.3% | 0.5 | -6.7% | 23.5

Random draw from the library; any-hit rate near 2.3%.
